# DAX1 inh-1: inhibitors of human orphan nuclear receptor DAX1 (NR0B1); P51843; HEK293 Gal4-DAX1 luciferase reporter, luminescence; inhibition, % at 6.75 µM; 340,000 compounds, 0.99% hits; AID 504766;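 active = inhibition above the mean over all tested compounds plus 3 SD, cut at about 4.2% in these data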;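 note: 0% = DAX1-transfected cells with DMSO and 100% = empty-vector control cells with DMSO; inhibition shows as a rise in luminescence from relieved DAX1 repression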
# SMARCA2 act: activators of SMARCA2 function; MG213 cells, MMTV-luciferase reporter, dexamethasone, overnight; activation, % at 9.1 µM; 370,000 compounds, 1% hits; AID 652017; in the data active = activation above about 7.8%;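 note: 0% = vehicle wells and 100% = reference activator wells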
# GC-A act: GC-A (human) enzyme activation; P16066; 370,000 compounds, 0.14% hits; activation, % at 10 µM; HEK293 GC-A cells, cGMP TR-FRET, EC30 ANP; 0% at EC30 ANP, 100% saturating ANP; in the data active = activation above about 40%
# Target sequence (P16066 whole entry, looked up): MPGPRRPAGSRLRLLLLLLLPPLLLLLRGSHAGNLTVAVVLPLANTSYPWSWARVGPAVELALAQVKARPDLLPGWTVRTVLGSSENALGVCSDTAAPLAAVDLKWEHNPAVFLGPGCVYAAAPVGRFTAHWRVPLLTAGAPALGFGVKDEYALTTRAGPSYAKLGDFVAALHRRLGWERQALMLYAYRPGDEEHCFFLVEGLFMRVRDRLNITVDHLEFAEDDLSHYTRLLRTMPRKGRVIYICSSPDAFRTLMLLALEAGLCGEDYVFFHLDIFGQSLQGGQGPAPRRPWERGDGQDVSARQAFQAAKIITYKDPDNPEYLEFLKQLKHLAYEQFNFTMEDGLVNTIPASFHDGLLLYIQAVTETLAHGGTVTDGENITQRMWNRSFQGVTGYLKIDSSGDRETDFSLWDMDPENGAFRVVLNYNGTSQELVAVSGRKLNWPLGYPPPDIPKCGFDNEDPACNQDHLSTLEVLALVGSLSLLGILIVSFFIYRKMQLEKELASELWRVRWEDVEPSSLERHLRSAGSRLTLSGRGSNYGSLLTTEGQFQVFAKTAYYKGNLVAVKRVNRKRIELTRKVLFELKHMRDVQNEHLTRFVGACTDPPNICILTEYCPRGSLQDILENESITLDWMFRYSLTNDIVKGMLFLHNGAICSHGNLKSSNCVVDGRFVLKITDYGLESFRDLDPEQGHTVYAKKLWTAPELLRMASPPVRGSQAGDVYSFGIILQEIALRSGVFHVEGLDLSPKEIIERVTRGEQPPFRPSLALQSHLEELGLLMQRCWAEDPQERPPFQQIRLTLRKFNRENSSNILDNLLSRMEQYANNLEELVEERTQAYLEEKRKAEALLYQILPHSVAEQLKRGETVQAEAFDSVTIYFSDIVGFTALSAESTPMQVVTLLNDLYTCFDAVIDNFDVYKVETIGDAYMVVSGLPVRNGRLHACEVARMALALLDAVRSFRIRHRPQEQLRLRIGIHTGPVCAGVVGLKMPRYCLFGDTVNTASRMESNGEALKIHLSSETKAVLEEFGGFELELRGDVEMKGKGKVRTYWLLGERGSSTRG
# DAX1 inh-2: blocks DAX1 repression of SF-1 activated StAR promoter; HEK293T StAR-luciferase reporter, SF-1/DAX-1 repression relief; inhibition, % at 6.8 µM; 370,000 compounds, 1.1% hits; AID 652010;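 active = inhibition above the mean over all tested compounds plus 3 SD, cut at about 3.6% in these data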;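 note: 0% = DAX-1 cells with DMSO and 100% = cells lacking DAX-1 with DMSO; higher inhibition means more luminescence from relief of DAX-1 repression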
# hgDAF12 agonist: activates the H. glycines DAF-12 receptor ligand-binding domain; HEK293 GAL4-hgDAF12 UAS-luciferase reporter, agonist luminescence; normalized to butyrate control; activation, % at 6.8 µM; 370,000 compounds, 1.8% hits; AID 687014;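 active = activation above a cutoff set at the mean of all screened compounds plus 3 SD, cut at about 10% in these data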;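 note: 0% = DMSO wells and 100% = sodium butyrate wells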
# GC-B act: GC-B (human) receptor activation. 370,000 compounds, 0.11% hits. HEK293-GC-B cells, CNP EC30, cGMP TR-FRET; 0% at EC30 CNP, 100% saturating CNP. activation, % at 10 µM;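 active = activation at 10 µM reaching about 35% in either raw or pattern-adjusted values, limit read from the data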
# FXN GAA850 act: frataxin GAA850 promoter activation | HEK293 lucGAA850 FXN promoter luciferase reporter, 24 h; percent of 10 µM SAHA response | 360,000 compounds, 0.56% hits | AID 540364 | activation, % at 6 µM;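 active = activation above the average of all compounds screened plus 3 SD, cutoff fixed separately per campaign, cut at about 7.5% in these data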;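 note: 0% = DMSO wells and 100% = 10 µM SAHA wells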
# ADAM10 inh: inhibits human ADAM10. recombinant ADAM10, EDANS/DABCYL FRET peptide cleavage, 3 h. 370,000 compounds, 0.62% hits. inhibition, % at 7 µM. O14672;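 active = inhibition above a per-campaign cutoff equal to the mean of compounds falling between control-based bounds plus 3 SD, cut at about 20% in these data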;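 note: 0% = DMSO wells while the 100% control is not disclosed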
# HGIII-sPLA2 inh: Inhibits HGIII-sPLA2 liposome hydrolysis, primary screen. Q9NZ20. inhibition, % at 12.2 µM. AID 743126. QFRET BODIPY PC-A2 liposome hydrolysis, fluorescence. 370,000 compounds, 0.56% hits;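 active = inhibition above mean plus 3 SD of compounds lying within the high and low control bounds, cut at about 19% in these data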;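 note: 0% = median of test compound wells and 100% = no enzyme DMSO wells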
# ssDAF12 agonist: S. stercoralis DAF-12 activation, primary screen | AID 652126 | 370,000 compounds, 1% hits | HEK293 ssDAF-12/GRIP1 lit1-tk-luc reporter, luminescence; % of 3 µM dafachronic acid response | activation, % at 6.8 µM;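 active = activation above the mean over all tested compounds plus 3 SD, cut at about 0.9% in these data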;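 note: 0% = DMSO-only wells and 100% = 3 µM delta7-dafachronic acid wells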
# hcDAF-12 act: activators of H. contortus DAF-12 nuclear receptor; HEK293 hcDAF-12 lit1-tk-luc reporter, luminescence; 0% DMSO, 100% Δ7-dafachronic acid; activation, % at 6.8 µM; 370,000 compounds, 1.4% hits; AID 652067;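 active = activation above the mean of all tested compounds plus 3 SD, cut at about 5.5% in these data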;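 note: 100% = response to 3 µM Δ7-dafachronic acid high control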
# * marks the source's active call; other numbers are inactive results; i = inactive; . = not tested or not shown.
SMILES,DAX1 inh-1,SMARCA2 act,GC-A act,DAX1 inh-2,hgDAF12 agonist,GC-B act,FXN GAA850 act,ADAM10 inh,HGIII-sPLA2 inh,ssDAF12 agonist,hcDAF-12 act
Cc1cccc(CN(C)C)c1CC(O)(c1ccccc1)c1ccccc1,0.6,-1,-25,-0.2,-0.9,-13,-0.3,-5,-6,-0.9,1.6
C/C=C/COc1nc2c(c(=O)n(C)c(=O)n2C)n1C,0.1,-2,8,-0.2,0.0,2,0.0,-3,1,-1.3,-0.6
COc1ccc(OC)c(S(=O)(=O)Nc2c(F)cccc2F)c1,1.0,10.0*,0,-0.4,-0.2,-7,2.0,3,9,-0.6,-2.1
O=C(CNS(=O)(=O)c1ccccc1)N1CCCC1,-1.8,-3,-1,-0.1,1.5,1,0.4,-4,-3,-1.4,-1.3
CCC(NC(=O)c1cccc(Cn2cc([N+](=O)[O-])cn2)c1)c1ccc(C(C)C)cc1 (centres undefined),-0.2,-2,1,-0.5,-2.8,-3,-1.4,13,-9,-1.3,-1.6
Cc1ccc(CNC(=O)CCn2ccc3cc(S(=O)(=O)N4CCCC4)ccc32)cc1,-0.6,-4,-3,0.0,-2.4,0,-2.9,6,-23,-1.7,-0.5
O=C(NC1=NCCS1)c1cccc(NC(=O)c2ccco2)c1,-0.6,-2,4,-0.1,0.1,-2,0.8,-6,6,-0.6,3.6
Cc1ccc(/C=N/NC(=O)c2ccccc2OCc2cccc(Br)c2)o1,.,-5,-3,-0.5,-1.0,4,3.0,5,-8,-2.6,-1.5
CCn1c(=O)cc(SCC(=O)Nc2ccc(OC)c(OC)c2)c2ccccc21,-2.7,-4,3,-2.5,-5.7,6,4.0,-10,-9,-1.5,-3.3
O=C(NN1C(=O)c2ccccc2C1=O)c1ccncc1,0.8,-4,1,0.2,-2.3,-5,2.2,-1,2,-1.8,-1.1
CC(=O)N1CCC2(CC1)CC(=O)c1cc(OCC(=O)N3CCCC3)ccc1O2,-0.4,-3,2,-0.2,0.0,1,2.4,i,1,-0.9,-0.3
O=C(CCC(=O)N/N=C/c1c[nH]c2ccccc12)NCc1ccccc1,-0.3,0,0,-0.3,-1.6,5,0.8,0,0,-0.6,4.1
O=C(Nc1nc2nc(-c3ccccc3)cc(-c3ccccc3)n2n1)c1ccco1,-3.2,-4,-10,-1.9,-3.2,-1,-0.2,-317,-3,-1.7,-1.6
CCn1c(NCc2ccc(OC)cc2)nc2ccccc21,0.8,3,9,0.3,-0.8,10,0.4,-2,0,-1.5,-0.6
N#Cc1ccc(NC(=O)CSc2cn[nH]n2)cc1,-0.5,0,0,-0.6,0.5,-3,0.6,5,-8,-1.2,1.3
c1ccc(NC2=NCCN2CC2CCCC2)cc1,-0.8,1,0,1.1,-1.1,0,0.0,7,8,-1.0,-0.4
CCN(CC)S(=O)(=O)c1ccc2[nH]cc(C(=O)NC3CC3)c(=O)c2c1,0.7,-4,2,-0.2,-3.5,-2,0.9,-11,2,-1.3,-1.4
COc1ccc(C(c2nnnn2-c2ccc(OC)cc2)N2CCN(C/C=C/c3ccccc3)CC2)cc1 (centres undefined),.,-3,2,0.9,2.5,-1,.,15,-13,-0.5,-0.4
COCCN(CCOC)Cc1c(C)[nH]c2c(C)c(C)ccc2c1=O,0.5,1,0,0.1,-0.5,1,-2.2,-2,8,-1.0,-1.7
CCOC(=O)c1c[nH]c2ccc3ccccc3c2c1=O,1.1,-1,1,0.0,-0.6,-7,0.3,0,-5,-1.7,0.0
CCN(CC)S(=O)(=O)c1cccc(-c2nnc(SCCCC(=O)c3ccc(F)cc3)o2)c1,-2.6,-4,1,-1.2,-3.7,0,2.8,-7,-9,-2.6,-0.7
Cc1ccc(-n2c(COc3cccc(C)c3)n[nH]c2=S)cc1,4.8*,-2,2,0.6,-1.1,5,-2.2,0,10,-1.3,-2.0
Cc1ccc(C)c(-c2cc(C(=O)N/N=C/c3cccnc3)c3ccccc3n2)c1,-0.1,-4,3,-5.3,4.0,-1,-0.8,3,-14,-1.2,2.9
Cc1ccc(C2(c3ccccc3)NC(=O)N(CC(=O)NC3CCCCC3)C2=O)cc1C (centres undefined),0.8,-3,-8,-2.1,-0.8,-2,-0.2,-3,2,-1.7,-0.8
COc1ccc(-n2c(SCC(=O)Nc3ccccc3)nnc2-c2ccc(NS(=O)(=O)c3ccc(C)cc3)cc2)cc1,-0.2,-2,-1,0.0,1.9,-2,1.3,1,-1,-1.2,-1.2
O=C(CC(NC(=O)OCc1ccccc1)C(=O)OCc1ccccc1)OCc1ccccc1 (centres undefined),0.7,-3,1,-0.4,-1.8,-1,-0.6,9,-17,-1.0,-0.2
CNC(=O)c1nnc(Cc2ccc(Cl)cc2)o1,2.0,2,7,0.9,0.5,2,0.7,-2,3,-0.8,-1.4
COc1cc(NC(=O)COC(=O)c2cnccn2)c(C)cc1[N+](=O)[O-],-0.6,0,-3,-0.6,3.5,-12,-2.8,-5,-1,-1.1,-1.7
Cc1n[nH]c(=O)n1-c1ccc(Oc2ccccc2)cc1,1.6,0,1,0.0,3.8,0,1.1,-2,2,-0.8,-1.0
CC1(C)CC2CC(C)(CN2/C=N/c2sc3c(c2C#N)CC(C)(C)NC3(C)C)C1 (centres undefined),.,1,1,0.0,-1.9,-2,-1.0,-1,-4,-1.0,-1.1
CN(C)c1ccc(C(=O)N2CC(=O)N(CCc3ccccc3)C(=O)C2)cc1,-0.7,-2,6,0.0,-1.2,1,-0.2,-6,-4,-1.3,0.9
COc1ccccc1OCCCOc1c(Cl)cc(C)cc1Cl,-1.1,-3,2,-0.4,-1.1,-4,2.3,4,4,-0.5,-2.9
CCC(c1nnnn1Cc1ccco1)N(Cc1ccccc1OC)Cc1cc2cc(C)ccc2[nH]c1=O (centres undefined),-0.5,-3,-11,-0.4,-0.2,-3,0.0,-12,-11,-1.5,-1.2
Clc1cccc(-c2nnc3n2CCCCC3)c1,0.6,-1,5,1.1,-2.1,2,-0.5,0,1,-1.3,-0.9
CC(C)(C(=O)N[C@H](CO)c1ccccc1)C(=O)N[C@H](CO)c1ccccc1,1.1,0,-1,-0.2,0.5,3,1.1,-2,8,-0.9,-0.6
CCOC(=O)CSc1nnc(CCc2nc3ccccc3[nH]2)n1C,-0.2,-5,2,-0.1,-1.8,8,1.6,0,3,-1.3,-1.2
C#CCNC(=O)C[C@@H]1C(=O)N(CC=C)C2=CCCCC[C@]21C(=O)OC,.,-2,1,0.1,-2.5,-3,.,-4,3,-1.2,1.2
CCCn1c(=O)c(C(=O)Nc2cccc(C)c2)c(O)c2ccccc21,-0.8,0,-5,0.1,1.2,-2,3.8,-3,5,-0.1,1.2
Cc1ccc(CNC(=O)CSc2nc3ccccc3c(=O)n2CC2CCCO2)cc1 (centres undefined),0.4,1,1,-1.7,-1.6,1,0.7,-16,14,-1.1,1.8
CCCOC(=O)C1=C(C)N(C)C(=O)NC1c1cc2c(cc1Br)OCO2 (centres undefined),0.1,2,-14,0.3,-2.4,-12,0.0,6,-1,-0.7,-1.2

# 2 compounds drawn at random from the list so far, as already listed:
SMILES,DAX1 inh-1,SMARCA2 act,GC-A act,DAX1 inh-2,hgDAF12 agonist,GC-B act,FXN GAA850 act,ADAM10 inh,HGIII-sPLA2 inh,ssDAF12 agonist,hcDAF-12 act
Cc1ccc(C)c(-c2cc(C(=O)N/N=C/c3cccnc3)c3ccccc3n2)c1,-0.1,-4,3,-5.3,4.0,-1,-0.8,3,-14,-1.2,2.9
CCOC(=O)CSc1nnc(CCc2nc3ccccc3[nH]2)n1C,-0.2,-5,2,-0.1,-1.8,8,1.6,0,3,-1.3,-1.2

# The results go on.
SMILES,DAX1 inh-1,SMARCA2 act,GC-A act,DAX1 inh-2,hgDAF12 agonist,GC-B act,FXN GAA850 act,ADAM10 inh,HGIII-sPLA2 inh,ssDAF12 agonist,hcDAF-12 act
CCCCN1C(=S)SC(C)(C)C1/[N+]([O-])=C/c1cccnc1 (centres undefined),1.4,3,-1,-0.3,0.0,3,0.0,5,2,-1.1,-2.2
CS(=O)(=O)Cc1ccc(C(=O)NC(c2ccccc2)c2ccccc2)cc1,-0.7,4,1,0.3,-0.3,4,-0.1,6,-1,-0.8,1.1
CC(C)OC(=O)CC12CN3CC(CC(=O)OC(C)C)(CN(C1)C(=O)c1ccccc1C3=O)C2=O,0.1,0,7,-0.2,0.2,-3,0.9,-2,-2,-1.1,-0.8
FC(F)(F)Oc1cccc(Cn2ccc3ccc(-c4ccc5ccn(Cc6cccc(OC(F)(F)F)c6)c5c4)cc32)c1,.,-1,1,-0.1,-3.4,-7,.,-24,0,-0.8,-0.3
CCCCc1cc(C(=O)Cc2ccccn2)c(O)cc1O,-0.6,-2,0,0.1,3.9,5,0.2,-39,-28,-1.0,0.7
O=C(NCc1ccc(Cl)cc1)C1CCN(S(=O)(=O)N2CCOCC2)CC1,2.5,4,2,-0.6,2.1,0,-0.4,2,3,-0.2,1.0
CN(C)/C=C(\C=O)c1cccc(Cl)c1,0.4,2,1,0.8,-2.6,3,0.4,3,1,-2.4,-1.5
CC(C)CN(CCCNC(=O)CN1C(=O)COc2ccc(S(=O)(=O)N3CCCCCC3)cc21)CC(C)C,0.5,-3,0,-1.0,2.5,-1,1.8,-4,9,-0.7,-0.3
CCOC(=O)c1c(S(=O)(=O)NCCc2ccc(OC)c(OC)c2)c(C)n(C)c1C,0.1,3,1,0.4,-1.8,5,4.5,1,9,-1.4,-3.0
CCCc1nc2c(Cl)cc(C(F)(F)F)cn2c1Cc1ccc(OC)cc1C,.,0,-8,-0.5,2.6,-14,.,-20,-9,0.3,-1.0
CN1C(=O)c2ccc(Oc3ccccc3)cc2C1=O,1.4,-1,6,-0.3,-0.4,0,-2.0,-1,11,-1.0,-0.2
CCOc1cc(C=O)cc(N=Nc2cccc([N+](=O)[O-])c2)c1O,0.5,-3,1,0.2,-1.1,-1,0.5,1,4,-1.1,0.3
O=C(Nc1ccc(Cl)c(S(=O)(=O)N2CCOCC2)c1)c1ccc2c(c1)OCCO2,-1.7,-3,5,-3.6,-2.1,6,-1.4,10,-9,-3.0,-3.5
COC1OCC(O)C(OC(=O)c2ccccc2)C1OC(=O)c1ccccc1 (centres undefined),0.9,1,-9,-1.4,-0.6,-2,-0.1,5,-8,-0.4,-1.1
CCC(C)(C)n1nnnc1C(c1ccc(OC)c(OC)c1)N1CCN(c2ccc(OC)cc2)CC1 (centres undefined),0.0,-1,-1,-0.8,-1.1,2,0.7,-7,4,-1.4,0.6
CCCn1c(CCC(=O)Nc2ccccc2Cc2ccccc2)nc2cc(S(=O)(=O)N3CCOCC3)ccc21,-0.1,0,2,-0.1,1.7,-1,-2.9,10,-15,-1.0,-1.7
CCCC(=O)Nc1ccc2nc(SCC(=O)Nc3ccc(N4CCOCC4)c(Cl)c3)sc2c1,-3.5,0,6,-1.3,3.5,9,-4.3,-2,-1,-0.6,-2.0
O=C(CN1C(=O)NC2(CCc3ccccc32)C1=O)NCc1ccc(Cl)cc1 (centres undefined),0.6,1,-2,0.6,-1.6,4,0.9,-3,-2,-1.2,0.0
COc1ccccc1CNC(=O)COC(=O)Cc1ccc(Br)cc1,0.3,2,1,-0.3,1.0,1,0.9,0,-16,-0.9,3.2
